High-throughput results (PubChem BioAssay)
TDP-43 yeast inh = TDP-43 toxicity inhibition in yeast; hit rate 1.8% among 410,000; Potency, µM (series often up to 46.1 µM), inactives show at the top dose growth rescue (activation), actives largely listed as activators; TDP-43 expressing yeast growth rescue, BacTiter-Glo, 24 h; AID 652104; further: potency means the concentration at half of the fitted maximal effect; % of control where 0% means no effect; nearly all actives have a fitted effect of over 50% in size
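Cell-based yeast growth screen: TDP-43 expression induced in galactose, inoculum OD600=0.02 after raffinose pregrowth to mid-log. Read-out BacTiter-Glo luminescence at 24 hr, 30 deg C; inhibition of toxicity seen as signal increase.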
GLP-1R agonist = GLP-1 receptor (human) agonism | P43220 | HEK293 GLP-1R CRE-luciferase, luminescence, 4-6 h; cells express a hypersensitive GLP-1R form | Potency, µM (top dose mostly 45.6 µM), without a hit: top-dose activation, usual class: activators | hit rate 0.007% among 380,000 | AID 624172; further: potency means the concentration at half of the fitted maximal effect; % of control where 0% means no effect
Target sequence (P43220 whole entry, looked up): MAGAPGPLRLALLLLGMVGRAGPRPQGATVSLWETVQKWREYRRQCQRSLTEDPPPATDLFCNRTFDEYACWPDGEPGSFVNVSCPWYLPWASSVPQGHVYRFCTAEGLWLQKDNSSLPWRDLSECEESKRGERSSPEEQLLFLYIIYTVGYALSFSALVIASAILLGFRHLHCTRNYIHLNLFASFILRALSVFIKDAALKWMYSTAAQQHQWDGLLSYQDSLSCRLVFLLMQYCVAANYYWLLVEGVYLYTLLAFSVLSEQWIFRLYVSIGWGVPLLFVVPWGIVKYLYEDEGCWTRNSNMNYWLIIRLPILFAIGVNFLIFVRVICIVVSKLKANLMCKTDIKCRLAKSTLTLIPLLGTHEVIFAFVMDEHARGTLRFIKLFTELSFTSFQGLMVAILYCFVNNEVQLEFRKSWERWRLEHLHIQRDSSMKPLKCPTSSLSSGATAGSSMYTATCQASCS
aSyn rescue = rescues yeast growth from alpha-synuclein toxicity; Yeast expressing alpha-synuclein, growth rescue, BacTiter-Glo, 24 h; Potency, µM (doses to about 46.1 µM), inactives show at the highest dose growth rescue (activation), most hits filed as activators; hit rate 0.14% among 370,000; AID 652106; further: potency means the concentration at half of the fitted maximal effect; % of control where 0% means no effect; nearly all actives have a fitted effect of over 65% in size
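Galactose-induced alpha-syn yeast (OD600=0.02, raffinose-pregrown) + pinned cpd, 24 hr, 30 deg C; growth by BacTiter-Glo luminescence. Growth restoration scores as activation.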
D3 ag = agonists of human D3 dopamine receptor | P35462 | D3R DiscoveRx beta-arrestin cells, luminescence, 90 min | max activation, % | hit rate 0.58% among 410,000; in the data active means max activation above about 30%; further: 0% is about no effect; mostly tested at two doses, the higher about 12 µM
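Agonist-mode cell screen: cells plated at 1500/well and incubated overnight at 37 °C, then exposed to library compounds for 90 min at 37 °C. Detection reagent was added for 30–60 min at room temperature, and luminescence was read.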
KB-V1 MDR tox = KB-V1 MDR subline cytotoxicity. Potency, µM (highest dose often 46.1 µM), for inactives: at the top dose activity change, negative = cytotoxicity, actives largely listed as cytotoxic. hit rate 3.4% among 400,000. KB-V1 MDR cells viability, CellTiter-Glo, 72 h; further: potency means the concentration at half of the fitted maximal effect; on the % scale 0 is the no-effect control and ±100 the full control effect; nearly all actives have a fitted effect of over 60% in size
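KB-V1 cells (P-gp-expressing MDR subline of KB-3-1) in phenol-red-free DMEM with 10% FBS were exposed to library compounds over a concentration series for 72 h at 37 degrees C. Viability read by CellTiter-Glo luminescence; concentration-effect curves fitted after normalization.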
GLP1R cytotox = cytotoxicity counter-screen for GLP-1 receptor inverse agonists; Potency, µM (top dose mostly 38.3 µM), for inactives: at the highest dose activity change, negative = inhibition, usual class: inhibitors; hit rate 0.13% among 410,000; HEK293 cAMP-luciferase reporter cells, luminescence, 24 h;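 further: loss of luciferase light is scored as toxicity; potency means the concentration at half of the fitted maximal effect; on the % scale 0 is the no-effect control and ±100 the full control effect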
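Here, cytotoxicity is scored as loss of luminescence. The MLSMR collection was tested on cells seeded in medium containing 10% Nu serum, with a 24 hr compound exposure preceded by 12 hours of culture.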
D3 antag = D3 dopamine receptor (human) antagonism. P35462. D3R cells, DiscoveRx beta-arrestin luminescence, antagonist mode; active compounds read low. max response, negative = inhibition, %. hit rate 2.5% among 360,000. AID 652054; in the data active means max response below about -50%; inconclusive means no clear call, values can overlap the other calls; further: on the % scale 0 is the no-effect control and ±100 the full control effect; mostly tested at two doses, the higher about 12 µM
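Cells plated overnight at 1500 cells/well, then exposed to library compounds with dopamine controls for 90 minutes at 37 degrees C. DiscoveRx reagent added for 30–60 minutes at room temperature; luminescence read, quantitative HTS format.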
GLP1R inv ag = acts as inverse agonist at human GLP-1 receptor. P43220. HEK293 GLP-1R CRE-luciferase, luminescence, 24 h; GLP-1R form is constitutively active. Potency, µM (top dose mostly 38.3 µM), for inactives: at the highest dose activity change, negative = inhibition, actives largely listed as inhibitors. hit rate 1.6% among 410,000; further: potency means the concentration at half of the fitted maximal effect; on the % scale 0 is the no-effect control and ±100 the full control effect; nearly all actives have a fitted effect of over 55% in size
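Constitutively active GLP-1R drives a cAMP-responsive luciferase in stably transfected HEK293 cells; test compounds are added after overnight (12 h) attachment and left 24 hr, and signal loss in luminescence marks inhibition.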
PTHR1 ag = PTHR1 (human) receptor agonism. Q03431. HEK293 GP2 PTHR1 cells, GloSensor cAMP luminescence, 1 h. Potency, µM (highest dose often 115 µM), inactives show at the top dose activation, hits mostly activators. hit rate 0.075% among 410,000; further: potency means the concentration at half of the fitted maximal effect; nearly all actives have a fitted effect of over 55% in size; some results filed as inactive show a strong effect at the top dose; inactives centre near -15; many of its hits are not listed in these tables
Target sequence (Q03431 whole entry, looked up): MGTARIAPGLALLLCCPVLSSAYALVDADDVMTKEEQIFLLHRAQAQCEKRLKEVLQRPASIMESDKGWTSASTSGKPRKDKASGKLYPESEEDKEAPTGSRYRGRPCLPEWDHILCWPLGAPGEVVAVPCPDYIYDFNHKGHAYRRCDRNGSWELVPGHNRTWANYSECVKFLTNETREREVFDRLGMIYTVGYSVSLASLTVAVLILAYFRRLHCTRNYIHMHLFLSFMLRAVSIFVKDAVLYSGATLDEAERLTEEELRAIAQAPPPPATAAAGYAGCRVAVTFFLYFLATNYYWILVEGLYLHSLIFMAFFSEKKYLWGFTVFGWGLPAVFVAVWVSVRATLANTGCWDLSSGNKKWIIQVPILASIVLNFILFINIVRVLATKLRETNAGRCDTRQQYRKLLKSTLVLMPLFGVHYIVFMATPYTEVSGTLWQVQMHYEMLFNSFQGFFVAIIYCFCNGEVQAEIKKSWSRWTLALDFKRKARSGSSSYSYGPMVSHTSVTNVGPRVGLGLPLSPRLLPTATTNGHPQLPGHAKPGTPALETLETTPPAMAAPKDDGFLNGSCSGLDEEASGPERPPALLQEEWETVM
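HEK-293-derived GP2 cells expressing PTHR1 and a GloSensor cAMP reporter, 3,000/well, plated overnight, given luciferin plus IBMX (each 0.5 mM as added) for 1 h at 37 °C, then compound for 1 h at 37 °C. Luminescence was read after 15 min at room temperature.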
Active calls of the source: *; & = joins results of further samples; [ ] = remark or other dose. Unless noted, the call rests on the fitted dose curve; in most records, active means well fitted curve in the direction sought with a large enough effect; inconclusive means small, poorly fitted or top-dose-only effect, or another doubt; inactive means no such curve, though single readings can be large; an effect the other way counts as inactive or inconclusive.

What do the screens show for `CC(C)(C)c1ccc(-c2csc(NNC3=NCCCCC3)n2)cc1`?
TDP-43 yeast inh: -15%; GLP-1R agonist: 8%; aSyn rescue: 0%; D3 ag: -58; KB-V1 MDR tox: inconclusive; GLP1R cytotox: 0%; D3 antag: inconclusive; GLP1R inv ag: -3%; PTHR1 ag: -1%[57.5 µM]

How did COc1cccc(C(c2c(O)nc(SC)n(C)c2=O)c2c(O)nc(SC)n(C)c2=O)c1 do in these assays?
TDP-43 yeast inh: 11%; GLP-1R agonist: -9%; aSyn rescue: 26%; D3 ag: 2; KB-V1 MDR tox: -4%; GLP1R cytotox: -13%; D3 antag: -15; GLP1R inv ag: 0%; PTHR1 ag: inactive

What do the screens show for `COc1ccc(N2CC(C)Cn3c2nc2c3c(=O)n(CCN3CCOCC3)c(=O)n2C)cc1` (stereo not drawn)?
TDP-43 yeast inh: 7%; GLP-1R agonist: 1%; aSyn rescue: -3%; D3 ag: 7; KB-V1 MDR tox: 4%; GLP1R cytotox: 4%; D3 antag: 6; GLP1R inv ag: 6%; PTHR1 ag: -10%[57.5 µM]

What do the screens show for `CC(C)(C)C(=O)/C(=C/c1ccc(Cl)cc1)n1cncn1`?
TDP-43 yeast inh: inconclusive; GLP-1R agonist: -4%; aSyn rescue: 25%; D3 ag: -6; KB-V1 MDR tox: inconclusive; GLP1R cytotox: -8%; D3 antag: -3; GLP1R inv ag: 4µM*; PTHR1 ag: -45%[inhibitor]

What do the screens show for `CC(=O)Nc1ccc2cc3ccc(NC(C)=O)cc3nc2c1`?
TDP-43 yeast inh: 0%; GLP-1R agonist: 5%; aSyn rescue: 1%; D3 ag: -6; KB-V1 MDR tox: -10%; GLP1R cytotox: 154%[activator]; D3 antag: -3; GLP1R inv ag: 35%[activator]; PTHR1 ag: -17%

Results for COc1cc(Br)c(Br)cc1N ?
TDP-43 yeast inh: 15%; GLP-1R agonist: 13%; aSyn rescue: 20%; D3 ag: -5; KB-V1 MDR tox: 8%; GLP1R cytotox: -5%; D3 antag: 17; GLP1R inv ag: 9%; PTHR1 ag: -9%

How did O=C(NCCCn1ccnc1)C(=O)NCC1OCCN1S(=O)(=O)c1ccccc1 (stereo not drawn) do in these assays?
TDP-43 yeast inh: -29%; GLP-1R agonist: 6%; aSyn rescue: -6%; D3 ag: 6; KB-V1 MDR tox: inconclusive; GLP1R cytotox: 0%; D3 antag: -20; GLP1R inv ag: 3%; PTHR1 ag: inactive

What do the screens show for `Cc1ccccc1CC1(CO)CCCN(Cc2ccc(C#CC(C)(C)O)cc2)C1` (stereo not drawn)?
TDP-43 yeast inh: -3%[0.397 µM]; GLP-1R agonist: 22%; aSyn rescue: 2%; D3 ag: -4; KB-V1 MDR tox: 12%; GLP1R cytotox: -8%; D3 antag: -2; GLP1R inv ag: inconclusive; PTHR1 ag: inactive

How did CCCc1cc(=O)[nH]c(SCC(N)=O)n1 do in these assays?
TDP-43 yeast inh: 4%; GLP-1R agonist: -14%; aSyn rescue: 5%; D3 ag: 6; KB-V1 MDR tox: 5%; GLP1R cytotox: 0%; D3 antag: 11; GLP1R inv ag: 2%; PTHR1 ag: inactive

How did O=C(Nc1nc2ccccc2s1)C1=NN(c2ccccc2)C(=O)CC1 do in these assays?
TDP-43 yeast inh: inconclusive; GLP-1R agonist: -2%; aSyn rescue: 11%; D3 ag: -20; KB-V1 MDR tox: 0%; GLP1R cytotox: -4%; D3 antag: 9; GLP1R inv ag: 24%; PTHR1 ag: -34%[inhibitor]

How did CC(C)(C)NC(=O)C(c1ccccn1)N(C(=O)c1ccc2c(c1)OCCO2)C1CCCC1 (stereo not drawn) do in these assays?
TDP-43 yeast inh: -21%; GLP-1R agonist: 0%; aSyn rescue: -9%; D3 ag: 1; KB-V1 MDR tox: -21%; GLP1R cytotox: -25%; D3 antag: 0; GLP1R inv ag: inconclusive; PTHR1 ag: -7%[57.5 µM]

Results for O=C(Oc1ccccc1)c1ccccc1C(=O)Oc1ccccc1 ?
TDP-43 yeast inh: inconclusive; GLP-1R agonist: 16%; aSyn rescue: 1%; D3 ag: 13; KB-V1 MDR tox: 29%; GLP1R cytotox: -12%; D3 antag: 0; GLP1R inv ag: inconclusive; PTHR1 ag: -52%[inhibitor]

Results for Cc1nc(-c2noc(-c3cccc(Cl)c3)n2)c(C(F)(F)F)o1 ?
TDP-43 yeast inh: 2%; GLP-1R agonist: 11%; aSyn rescue: 2%; D3 ag: 0; KB-V1 MDR tox: 19%; GLP1R cytotox: -1%; D3 antag: 4; GLP1R inv ag: 6%; PTHR1 ag: inactive

Results for CN(C(=O)COC(=O)c1ccccc1NCCO)C1CCS(=O)(=O)C1 (stereo not drawn) ?
TDP-43 yeast inh: 12%; GLP-1R agonist: -1%; aSyn rescue: -1%; D3 ag: 1; KB-V1 MDR tox: 1%; GLP1R cytotox: -1%; D3 antag: inconclusive; GLP1R inv ag: 10%; PTHR1 ag: inactive

What do the screens show for `COc1ccc(-c2coc3cc(OC(C)=O)ccc3c2=S)cc1`?
TDP-43 yeast inh: inconclusive; GLP-1R agonist: -1%; aSyn rescue: -9%; D3 ag: -10; KB-V1 MDR tox: 21%; GLP1R cytotox: 30%; D3 antag: inconclusive; GLP1R inv ag: inconclusive; PTHR1 ag: -18%

What do the screens show for `CCn1nc(C)cc1C(=O)N1CCCC(N2CCN(Cc3ccc4c(c3)OCO4)CC2)C1` (stereo not drawn)?
TDP-43 yeast inh: -6%; GLP-1R agonist: 2%; aSyn rescue: -5%; D3 ag: 10; KB-V1 MDR tox: -11%; GLP1R cytotox: 1%; D3 antag: 8; GLP1R inv ag: -30%; PTHR1 ag: -7%

What do the screens show for `Cc1cc(N2CCN(c3cccc(C(F)(F)F)c3)CC2)n2nc(C)nc2n1`?
TDP-43 yeast inh: 0%; GLP-1R agonist: -3%; aSyn rescue: 0%; D3 ag: -7; KB-V1 MDR tox: inconclusive; GLP1R cytotox: 22%; D3 antag: -15; GLP1R inv ag: 1%; PTHR1 ag: -18%

How did COc1cccc(-c2oc3c(c2C#CCCO)C(O)CCC3)c1 (stereo not drawn) do in these assays?
TDP-43 yeast inh: 19%; GLP-1R agonist: -1%; aSyn rescue: -11%; D3 ag: -1; KB-V1 MDR tox: 21%; GLP1R cytotox: 0%; D3 antag: inconclusive; GLP1R inv ag: 14%; PTHR1 ag: inactive

What do the screens show for `COC(=O)[C@@H]1CCCN1C(=O)c1ccc(OC2CCN(Cc3ccccn3)CC2)cc1`?
TDP-43 yeast inh: -4%; GLP-1R agonist: -3%; aSyn rescue: -2%; D3 ag: 1; KB-V1 MDR tox: 1%; GLP1R cytotox: 2%; D3 antag: -10; GLP1R inv ag: 17%; PTHR1 ag: inactive

Results for CCOc1cccc(OCCOCCOc2ccccc2C(C)=O)c1 ?
TDP-43 yeast inh: 0%; GLP-1R agonist: 1%; aSyn rescue: -2%; D3 ag: 2; KB-V1 MDR tox: 15µM*; GLP1R cytotox: -3%; D3 antag: -12; GLP1R inv ag: 3%; PTHR1 ag: -2%

Retrieved by structure from the entries so far:
Results for O=C(Oc1ccccc1)c1ccccc1C(=O)Oc1ccccc1 ?
TDP-43 yeast inh: inconclusive; GLP-1R agonist: 16%; aSyn rescue: 1%; D3 ag: 13; KB-V1 MDR tox: 29%; GLP1R cytotox: -12%; D3 antag: 0; GLP1R inv ag: inconclusive; PTHR1 ag: -52%[inhibitor]

What do the screens show for `CC(C)(C)c1ccc(-c2csc(NNC3=NCCCCC3)n2)cc1`?
TDP-43 yeast inh: -15%; GLP-1R agonist: 8%; aSyn rescue: 0%; D3 ag: -58; KB-V1 MDR tox: inconclusive; GLP1R cytotox: 0%; D3 antag: inconclusive; GLP1R inv ag: -3%; PTHR1 ag: -1%[57.5 µM]

(continued)
Results for CNc1ncnc2c1ncn2[C@@H]1O[C@H](CO)[C@@H](O)[C@H]1O ?
TDP-43 yeast inh: -3%; GLP-1R agonist: 11%; aSyn rescue: 6%&-4%; D3 ag: 0; KB-V1 MDR tox: -11%; GLP1R cytotox: -1%; D3 antag: -8; GLP1R inv ag: 11%; PTHR1 ag: -11%

Results for CC(=O)N1CCN(C(=O)c2ccc(Cl)c(NC(=O)c3cccs3)c2)CC1 ?
TDP-43 yeast inh: 7%; GLP-1R agonist: 5%; aSyn rescue: -11%; D3 ag: -23; KB-V1 MDR tox: 1%; GLP1R cytotox: 5%; D3 antag: -13; GLP1R inv ag: 8%; PTHR1 ag: -16%

What do the screens show for `COc1ccc(/C=N/NC(=O)Nc2nonc2N)cc1`?
TDP-43 yeast inh: -5%; GLP-1R agonist: 15%; aSyn rescue: -2%; D3 ag: -9; KB-V1 MDR tox: -5%; GLP1R cytotox: 5%; D3 antag: -12; GLP1R inv ag: 9%; PTHR1 ag: -41%[inhibitor][57.5 µM]

How did COc1ccc(C2c3ccsc3CCN2C(=O)C(C)(C)C)cc1 (stereo not drawn) do in these assays?
TDP-43 yeast inh: 16%; GLP-1R agonist: 3%; aSyn rescue: -7%; D3 ag: -4; KB-V1 MDR tox: inconclusive; GLP1R cytotox: 6%; D3 antag: -3; GLP1R inv ag: inconclusive; PTHR1 ag: -19%

Results for C=CCN1CCN(c2ccncc2S(=O)(=O)N2CCOCC2)CC1 ?
TDP-43 yeast inh: 15%; GLP-1R agonist: -9%; aSyn rescue: 0%; D3 ag: -1; KB-V1 MDR tox: 0%; GLP1R cytotox: -5%; D3 antag: 10; GLP1R inv ag: 8%; PTHR1 ag: -24%

How did Cc1cc(S(=O)(=O)Nc2ccc(C(=O)NCC3(N(C)C)CCCCC3)cc2)ccc1F do in these assays?
TDP-43 yeast inh: 10%; GLP-1R agonist: -9%; aSyn rescue: 3%; D3 ag: 2; KB-V1 MDR tox: -7%; GLP1R cytotox: 10%; D3 antag: -13; GLP1R inv ag: inconclusive; PTHR1 ag: inactive

A portion of the library (hit frequency here may not be typical).
